UPR CHOP act: activators of apoptotic arm of unfolded protein response (CHOP); CHO-CHOP luciferase reporter, UPR activation, luminescence; percent of tunicamycin response over DMSO baseline; 0.34% of 330,000 active; activation, % at 10 µM;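 active means at 10 µM dose, activation of 40% or more, normalized to positive control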;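 further: 100% = tunicamycin at 10 µg/mL and 0% = DMSO alone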
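Test system: CHO-CHOP cells, stable luciferase reporter of PERK-eIF2a-CHOP signalling | Quantity: 500 CHO-CHOP cells per well | Buffer or medium: F12 plus 10% serum | Compound dosing: 10 µM single point, 0.5% DMSO | Schedule: 6 h compound treatment, 37 °C | Signal: Luciferase luminescence | Control set: Tunicamycin high control, DMSO low control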
tim23-1 inh: inhibits growth of tim23-1 mutant yeast | inhibition, % at 20 µM | S. cerevisiae tim23-1 growth, BacTiter-Glo luminescence, 24 h | 1.3% of 330,000 active | AID 463212;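 active means growth inhibition of the mutant yeast at or above 50%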;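 further: temperature-sensitive mutant grown at 25 °C; plate controls were DMSO-treated mutant yeast for no effect and medium wells lacking yeast for full effect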
Jurkat NFkB inh: inhibitors of the PMA/ionomycin-induced NF-kB reporter in Jurkat cells; PMA/ionomycin-induced NF-kB luciferase reporter, luminescence; inhibition, % at 4 µM; 0.53% of 330,000 active; AID 435003; in the data active means inhibition above about 50%
tim10-1 inh: tim10-1 yeast growth inhibition. S. cerevisiae tim10-1 ts strain growth, BacTiter-Glo, 24 h. inhibition, % at 20 µM. AID 463190. 2.2% of 330,000 active;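 active means inhibition of at least 40%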;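 further: mutant grown at 25 °C; 0% = DMSO wells with yeast and 100% = wells holding no yeast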
XBP1 UPR activ: activators of adaptive arm of unfolded protein response (XBP1); CHO-XBP1 luciferase reporter, IRE1-XBP1 UPR activation, luminescence; percent of tunicamycin response, DMSO as zero; 0.33% of 330,000 active; activation, % at 20 µM;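 active means versus positive control, 20 µM dose yields 30% or more activation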;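 further: 100% = tunicamycin at 10 µg/mL and 0% = DMSO only wells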
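Material: IRE1-XBP1 luciferase reporter CHO line / Quantity: one thousand reporter cells per well / Buffer or medium: F12 with 10% serum / Compound: 20 µM single concentration, DMSO 1% / Times: 6 h treatment, 37 °C / Detection: Steady-Glo luciferase glow luminescence, 10 min after reagent addition / Benchmarks: tunicamycin high, DMSO low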
Mdm2-MdmX inh: inhibitors of human Mdm2/MdmX interaction | O15151+Q00987 | SaOS-2 split-luciferase Mdm2/MdmX complementation, luminescence | inhibition, % at 8 µM | 3% of 330,000 active;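 active means inhibition of at least 50% at 8 µM in the primary screen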
Target sequence (O15151 whole entry, looked up): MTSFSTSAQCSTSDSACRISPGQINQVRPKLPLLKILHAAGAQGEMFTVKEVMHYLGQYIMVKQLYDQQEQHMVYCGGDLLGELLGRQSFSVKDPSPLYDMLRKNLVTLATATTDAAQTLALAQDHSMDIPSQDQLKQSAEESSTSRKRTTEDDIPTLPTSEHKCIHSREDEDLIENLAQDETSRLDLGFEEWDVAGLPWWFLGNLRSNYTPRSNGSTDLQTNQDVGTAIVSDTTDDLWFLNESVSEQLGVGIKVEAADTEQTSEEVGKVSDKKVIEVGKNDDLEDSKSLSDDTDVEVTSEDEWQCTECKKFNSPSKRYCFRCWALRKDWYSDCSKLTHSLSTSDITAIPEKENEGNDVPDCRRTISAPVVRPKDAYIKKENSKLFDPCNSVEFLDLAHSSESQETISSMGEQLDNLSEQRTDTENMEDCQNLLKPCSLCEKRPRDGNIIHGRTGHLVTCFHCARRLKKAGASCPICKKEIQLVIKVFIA
Target sequence (Q00987 whole entry, looked up): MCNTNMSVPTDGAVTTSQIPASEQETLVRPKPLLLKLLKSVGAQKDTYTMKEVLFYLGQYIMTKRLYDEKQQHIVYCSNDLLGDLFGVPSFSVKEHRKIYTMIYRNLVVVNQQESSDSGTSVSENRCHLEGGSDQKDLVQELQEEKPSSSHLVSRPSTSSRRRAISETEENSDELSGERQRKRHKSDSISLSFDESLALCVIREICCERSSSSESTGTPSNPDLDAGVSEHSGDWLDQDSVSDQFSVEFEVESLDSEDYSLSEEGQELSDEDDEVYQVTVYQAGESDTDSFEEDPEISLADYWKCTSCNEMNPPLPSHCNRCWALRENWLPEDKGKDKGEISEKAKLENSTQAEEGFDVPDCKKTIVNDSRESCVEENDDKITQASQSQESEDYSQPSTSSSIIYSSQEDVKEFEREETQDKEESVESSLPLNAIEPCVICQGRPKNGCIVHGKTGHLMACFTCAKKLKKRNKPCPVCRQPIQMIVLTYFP
697 NFkB inh: inhibitors of the PMA/ionomycin-induced NF-kB reporter in 697 B cells | 697 B-cell NF-kB luciferase reporter, 16 h | inhibition, % at 4 µM | 0.33% of 330,000 active | AID 435022; in the data active means inhibition above about 35%
TIM10 inh: inhibits growth of TIM10 yeast strain. S. cerevisiae TIM10 strain growth, BacTiter-Glo luminescence, 24 h. inhibition, % at 10 µM. 1.4% of 330,000 active;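 active means inhibition of 40% or more at the single tested concentration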;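 further: wild-type TIM10 isogenic control strain grown at permissive 25 °C; 0% = DMSO yeast wells and 100% = minimal medium wells without yeast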
Numbers without * were called inactive.

SMILES	UPR CHOP act	tim23-1 inh	Jurkat NFkB inh	tim10-1 inh	XBP1 UPR activ	Mdm2-MdmX inh	697 NFkB inh	TIM10 inh
Cc1c(OC(C)C(=O)NCCCN2CCCC2=O)ccc2c3c(c(=O)oc12)CCCC3 (stereo not drawn)	-3.0	2	-3	0	-1	15	8	5
CCc1ccccc1NC(=O)N[C@H](C(=O)O)C(C)C	-1.8	7	10	-4	-3	3	1	-9
COc1ccc(C2OC(=O)Cc3cc(OC)c(OC)cc32)cc1 (stereo not drawn)	-0.6	6	-19	-2	-3	9	23	2
CS(=O)(=O)N(CC(=O)N1CCC(C(N)=O)CC1)C1CCCCC1	-1.2	10	1	3	0	12	-4	2
Cc1ccc(C)c(OCC(=O)NCC(c2ccco2)N2CCCCC2)c1 (stereo not drawn)	0.2	0	-7	-5	0	-11	-17	0
COc1cccc(N2CC34C=CC(O3)C(C(=O)O)C4C2=O)c1 (stereo not drawn)	1.9	-7	9	10	1	20	3	-9
CCN1CCc2c(OCC(=O)N3N=C(c4cccs4)CC3c3ccc(F)cc3)cccc2C1=O (stereo not drawn)	-1.6	23	-3	21	-2	41	-10	22
COc1ccc(C)cc1NC(=O)C1CC(=O)N(Cc2ccco2)C1 (stereo not drawn)	-1.9	10	-12	12	-1	14	7	6
CCN1CCN(c2ccc(S(=O)(=O)N3CCOCC3)cc2NC(=O)C(C)Oc2ccc(Cl)cc2)CC1 (stereo not drawn)	1.1	4	-8	12	-3	36	-4	14
O=C(Nc1cc(Cl)ccc1F)c1ccc(-n2cncn2)c([N+](=O)[O-])c1	1.2	7	-5	0	0	11	-1	-4
O=C(Cn1c(=O)n(Cc2ccco2)c(=O)c2c3c(sc21)CCCCC3)c1ccccc1	4.7	10	5	15	0	-11	16	15
COc1ccc(/C=C(\NC(=O)c2ccco2)C(=O)NCc2ccco2)cc1	-1.6	0	4	-10	-3	-5	2	9
Cc1ccccc1OCC(O)CN(CCO)Cc1ccccc1 (stereo not drawn)	0.3	3	-9	6	-1	-15	-15	-1
CC(C)Cc1nnc(NC(=O)CSc2nc(N)cc(=O)[nH]2)s1	-1.2	-9	-7	10	3	-14	4	4
O=C1CC(=O)CC(c2ccco2)C1	1.1	-6	-1	-10	1	-6	16	3

Continued.
SMILES	UPR CHOP act	tim23-1 inh	Jurkat NFkB inh	tim10-1 inh	XBP1 UPR activ	Mdm2-MdmX inh	697 NFkB inh	TIM10 inh
COc1ccccc1-n1c(CCC(=O)O)ccc1-c1ccccc1	0.7	7	-17	7	-2	8	2	4
COC(=O)c1ccccc1-c1c2ccc(=N)cc-2oc2cc(N)ccc12	-0.7	8	35	14	-2	45	35	14
CCOP(=O)(OCC)C(NC(=O)NS(=O)(=O)c1ccc(C)cc1)c1ccccc1 (stereo not drawn)	-0.8	6	-10	13	1	-16	-11	3
COc1ccc(C2=CC3=C(Br)C(=O)C(C)(OC(=O)c4cccs4)C(=O)C3=CO2)cc1 (stereo not drawn)	-0.1	-4	-16	20	1	-5	-4	-6
O=C(COc1ncnc2ccccc12)NCCCN1CCCC1=O	0.0	22	-12	7	-1	-38	-24	-8
COc1cccc(/C=N/NC(=S)NC2CC3CC2C2C=CCC32)c1O (stereo not drawn)	3.5	12	4	5	6	32	-31	14
CCC(C)N(C(=O)COC(=O)CN=C1NS(=O)(=O)c2ccccc21)C1CCS(=O)(=O)C1 (stereo not drawn)	0.0	9	3	10	-2	-3	18	-4
CCOc1ccc(OCCCC(=O)NCCOc2ccccc2OC)cc1	1.0	-3	6	6	-4	11	-3	-2
COCCn1c(=S)[nH]c2cc(C(=O)N3CCN(c4cccc(Cl)c4)CC3)ccc2c1=O	-1.0	-35	-1	-9	1	20	-27	-8
O=C(O)CNC1=NCCCCC1	-1.2	-16	-16	-10	-1	22	2	-7
COc1ccc(NC(=O)CN2C(=O)NC(C)(c3ccc4c(c3)OCCO4)C2=O)cc1S(N)(=O)=O (stereo not drawn)	-1.8	-3	-5	-18	-1	12	8	-2
CN(CC(=O)Nc1cccc(F)c1)C(=O)C1=COCCO1	1.0	2	1	-7	1	30	10	5
Cc1c(CCC(=O)NC2CC2)c(=O)oc2cc(O)ccc12	1.0	-16	-10	-10	1	7	10	-3
CC1CN(c2oc(COc3ccc(Cl)cc3Cl)nc2C#N)CC(C)O1 (stereo not drawn)	0.7	23	9	31	0	-3	-17	31
Cc1ccccc1Nc1nc(N)nc(COC(=O)c2ccccc2)n1	8.9	13	-30	6	5	-90	-19	8

Further entries.
SMILES	UPR CHOP act	tim23-1 inh	Jurkat NFkB inh	tim10-1 inh	XBP1 UPR activ	Mdm2-MdmX inh	697 NFkB inh	TIM10 inh
CCNC(=S)Nc1cccc(Cl)c1C	-0.7	-4	-7	23	-3	-10	-5	15
O=C(Nc1nc2c(s1)CCCC2)c1cccnc1	2.8	19	-98	19	4	-74	-77	18
COc1ccc(N2CC(C(=O)OCC(=O)Nc3cccc(C)c3)CC2=O)cc1 (stereo not drawn)	0.3	8	4	0	-4	-14	4	-10
CCOC(=O)c1c(NC(=S)N2CCN(C)CC2)sc(C)c1-c1ccccc1	-0.2	45	7	43*	3	39	4	28
O=C(Cn1ncc2c3ccccc3n(Cc3ccccc3)c2c1=O)NCCCN1CCCC1	0.0	-5	-24	-9	0	19	-15	9
CC(C)CCN1CCN(Cc2ccoc2)CC1CCO (stereo not drawn)	0.9	2	2	12	-5	-31	5	-1
Nc1nc(Nc2ccccc2)nc2c1ncn2[C@@H]1O[C@H](CO)[C@@H](O)[C@H]1O	-0.8	-12	2	8	-3	-33	-3	7
CSCCC(NC(=O)c1ccccc1C)C(=O)O (stereo not drawn)	-2.0	14	-3	-7	-3	7	12	-7
COc1ccccc1N(C)S(=O)(=O)c1ccc(C(=O)N(C)Cc2ccc(OC(F)F)cc2)cc1	1.2	22	-2	27	-1	-14	-46	11
CN(C)S(=O)(=O)c1cccn1-c1ncc(C(F)(F)F)cc1Cl	-0.1	11	5	-7	-3	-16	7	11
CC1(NC(=O)CC(c2ccccc2)(c2ccccc2)c2ccccc2)CCN(CCCc2ccccc2)C1=O (stereo not drawn)	8.9	26	-5	23	5	76*	0	20
COc1cccc(C(=O)Nc2nnc(SCC(=O)NC3CC3)s2)c1	2.2	-1	7	-22	-4	17	-8	8
COc1cc(/C=N/NC(=O)c2ccc(O)cc2)ccc1OCC(=O)N1CC(C)OC(C)C1 (stereo not drawn)	-1.8	-24	-2	-5	0	-26	5	-14
COc1ccc2cc(/C(C)=N/NC(=O)C3CC3)ccc2c1	7.7	10	-125	12	4	-67	-73	4
O=c1[nH]c2ccccc2nc1Cc1ccc([N+](=O)[O-])cc1	0.4	1	8	-11	7	26	-1	6

Following part:
SMILES	UPR CHOP act	tim23-1 inh	Jurkat NFkB inh	tim10-1 inh	XBP1 UPR activ	Mdm2-MdmX inh	697 NFkB inh	TIM10 inh
CC(=O)N1Cc2cc([N+](=O)[O-])ccc2Oc2ccccc21	-1.2	10	20	14	-3	4	6	-12
COc1cc(Cc2nccc3cc(OC)c(OC)cc23)c(S(=O)(=O)O)cc1OC	-1.2	8	3	-3	-3	7	0	8
CCCN(CC(=O)Nc1ccccc1C)C(=O)C1CCN(S(=O)(=O)c2ccccc2C(F)(F)F)CC1	-2.7	13	-7	21	0	16	21	9
O=c1sc2ccccc2n1COc1ccc(Cl)cc1	1.2	20	-8	17	1	5	-11	17
C=CCNC(=O)/C(=C/c1cccc([N+](=O)[O-])c1)NC(=O)c1ccco1	1.1	9	8	8	-3	18	20	8
CCC(C)(C)NC(=O)C(c1ccc(C)o1)N(Cc1ccc2c(c1)OCO2)C(=O)c1snc(C(N)=O)c1N (stereo not drawn)	-0.3	4	-4	-14	-6	12	8	8
C/C(=N\N1CCN(Cc2ccccc2Cl)CC1)c1ccc(F)cc1	3.4	4	17	-3	2	18	23	11
CC(=O)Nc1ccc(NC(=O)c2cccc(C(=O)OC(C)C)n2)cc1	-0.3	17	9	20	-2	6	-14	26
Cc1cc(Nc2cccc(F)c2)n2ncnc2n1	16	9	-7	-5	-5	-14	-3	4
O=C(Nc1ccc(C(F)(F)F)cc1)C1CCN(c2cnccn2)CC1	-1.0	28	7	41*	-2	24	-12	10
COc1ccc(NC(=O)c2cc(C3CC3)on2)c(OC)c1	3.6	15	-22	19	3	-18	-21	8
O=C1NC[C@H](c2ccccc2)N(CCc2cc(C(F)(F)F)cc(C(F)(F)F)c2)C1=O	-0.2	10	-1	7	-1	14	-5	0
O=C(O)c1c2c(nc3ccccc13)CCCCC2	-0.7	-3	-2	-4	3	-33	7	-1
COc1ccc2cc(C3(C)NC(=O)NC3=O)ccc2c1 (stereo not drawn)	1.7	10	8	2	0	27	3	-6
O=C(Cc1nnc(NC(=O)c2ccccc2)s1)N/N=C/c1ccc(O)cc1	-0.1	15	6	9	1	15	-7	20

The results go on.
SMILES	UPR CHOP act	tim23-1 inh	Jurkat NFkB inh	tim10-1 inh	XBP1 UPR activ	Mdm2-MdmX inh	697 NFkB inh	TIM10 inh
COc1cc(C2C3=C(CC(C)(C)CC3=O)Nc3ccccc3N2C(C)=O)cc(OC)c1OC (stereo not drawn)	1.1	3	-6	13	-2	3	2	2
COc1ccc(CN2CCN(C(=O)c3ccc(CNS(=O)(=O)c4ccc(C)cc4)cc3)CC2)c(OC)c1OC	-0.1	-8	7	10	-7	34	3	9
COC(=O)Nc1c(-c2ccccc2)nc2ccc(Cl)cn12	4.0	4	-8	-15	-4	11	-2	-4
CN(C(=O)COc1ccc(Cl)cc1)C1(C)CCS(=O)(=O)C1 (stereo not drawn)	-0.8	-5	6	-8	1	19	-1	-4
O=C1CSC(c2cccc(F)c2)N1c1ccccc1F (stereo not drawn)	-1.2	4	-11	24	3	-2	-19	-11
Cc1cc(C)c(C)c(S(=O)(=O)N2CCC(C(=O)NCCCN3CCCC3=O)CC2)c1C	-0.2	10	-4	8	1	7	7	11
CC(C)[C@H](Nc1ccc(S(=O)(=O)N2CCOCC2)cc1[N+](=O)[O-])C(=O)OCC(N)=O	-1.2	12	-2	9	-3	8	20	7
CCn1ncc([N+](=O)[O-])c1C(=O)n1nc(C)cc1C	3.2	9	2	6	3	3	-13	1
CC(NC(=O)c1ccc(S(=O)(=O)Nc2ccccc2)cc1)c1ccc(S(N)(=O)=O)cc1 (stereo not drawn)	-2.5	-8	-13	2	-1	-9	-14	2
CCN(CC)CC(O)COc1ccc2c(c1)c(C(C)=O)c(C)n2-c1ccccc1 (stereo not drawn)	0.8	-5	-21	23	0	20	-22	1
COc1ccc(CNC(=O)CN(c2ccc(C(C)C)cc2)S(=O)(=O)c2c(C)noc2C)cc1	1.0	-1	4	2	-9	38	-20	1
CN(c1ccccc1)S(=O)(=O)c1ccc(C(=O)N2CCCC(C(F)(F)F)C2)cc1 (stereo not drawn)	-1.8	19	-1	13	-5	15	5	7
Cc1cc(C)cc(N(CC(=O)N/N=C/c2ccncc2)S(=O)(=O)c2ccccc2)c1	0.1	19	-3	15	0	-10	11	26
CCOc1ccc(CCNC(=O)COC(=O)COc2ccc(C(C)=O)cc2)cc1OCC	-1.3	4	0	-1	1	-32	-12	2

Screening data from PubChem.
